S1P3 antag = S1P3 receptor antagonists, primary screen, cell-based | Sphingosine 1-phosphate receptor 3 (Homo sapiens), Q99500 | CHO S1P3 NFAT-BLA reporter, FRET fluorescence, antagonist mode | inhibition, % at 4.98 µM | 170,000 compounds, 0.27% hits | AID 485, 2006;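 active = inhibition above the plate cutoff, the mean inhibition of test wells on that plate plus 3 SD, cut at about 28% in these data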;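 note: cells challenged with S1P at its EC80 of 0.8 µM; blue over green emission ratio from cleaved BLA substrate after 4 h stimulation; 0% = S1P-stimulated wells and 100% = unstimulated DMSO-only wells; some compounds past the cut are filed as inactive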
Target sequence (Q99500 whole entry, looked up): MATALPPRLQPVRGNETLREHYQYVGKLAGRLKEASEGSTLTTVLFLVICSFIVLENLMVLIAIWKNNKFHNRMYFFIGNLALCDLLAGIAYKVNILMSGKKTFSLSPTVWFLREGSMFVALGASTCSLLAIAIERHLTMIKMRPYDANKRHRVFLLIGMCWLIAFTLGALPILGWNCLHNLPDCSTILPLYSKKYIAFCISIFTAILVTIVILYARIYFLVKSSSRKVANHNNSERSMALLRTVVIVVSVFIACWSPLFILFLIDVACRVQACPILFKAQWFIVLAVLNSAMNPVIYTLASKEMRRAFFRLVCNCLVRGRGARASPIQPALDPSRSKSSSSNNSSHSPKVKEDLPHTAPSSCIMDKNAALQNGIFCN
ROMK primary = ROMK potassium channel modulators, primary screen, cell-based, thallium flux, MLSMR library; ATP-sensitive inward rectifier potassium channel 1 (Homo sapiens), P48048; Tet-inducible ROMK, thallium flux fluorescence; actives lie on both sides; B-score at 10 µM; 130,000 compounds, 2% hits; AID 1918, 2009;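 active = signal ratio slope over the read window, or its plate-corrected B-score, at least 3 SD from the plate mean, either direction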;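 note: B-score of the F/F0 ratio slope over 7 to 12 s after thallium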
Target sequence (P48048 whole entry, looked up): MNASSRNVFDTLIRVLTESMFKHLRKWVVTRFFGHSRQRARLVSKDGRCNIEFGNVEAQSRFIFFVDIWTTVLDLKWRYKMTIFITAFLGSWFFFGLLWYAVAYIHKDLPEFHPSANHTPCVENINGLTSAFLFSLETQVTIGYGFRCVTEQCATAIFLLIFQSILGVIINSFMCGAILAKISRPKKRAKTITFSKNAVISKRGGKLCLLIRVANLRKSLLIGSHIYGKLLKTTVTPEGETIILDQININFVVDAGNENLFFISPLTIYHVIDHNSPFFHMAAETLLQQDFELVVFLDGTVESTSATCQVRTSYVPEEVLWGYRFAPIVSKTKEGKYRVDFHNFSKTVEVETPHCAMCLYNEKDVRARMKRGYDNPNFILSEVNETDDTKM
The depositor's hits bear a star. An excerpt; rates above refer to the full screens.

Sequence of screens – S1P3 antag	ROMK primary
N#CC(C(=S)Nc1ccccc1)c1nc2ccccc2[nH]1 (stereo not given)
    13	-1.3
C/C(=N\NC(=O)c1n[nH]c2c1CCC2)c1ccco1
    -1	-0.24
CCOC(=O)c1ccc(NC(C)=O)c([N+](=O)[O-])c1
    -11	0.67
Cc1cccc(Cl)c1NC(=O)N1CCN(c2ccnc3cc(Cl)ccc23)CC1
    3	0.15
COc1ccc(S(=O)(=O)Nc2ccc3oc4ncccc4c(=O)c3c2)cc1OC
    -7	0.96
O=C(NC(=O)c1ccc(C(F)(F)F)cc1)Nc1ccc(-c2cnco2)cc1
    1	-0.48
NS(=O)(=O)c1ccc(-c2ccc(/C=C3\SC(=S)N(C4CCS(=O)(=O)C4)C3=O)o2)cc1 (stereo not given)
    -10	-0.61
O=C(CCC(=O)OCC(=O)c1ccc(C(F)(F)F)cc1)OCC(=O)c1ccc(C(F)(F)F)cc1
    -9	1.6
C[C@H](NC(=O)Nc1cccc(Br)c1)C(=O)O
    0	-0.017
O=C(CN1C(=O)S/C(=C\C=C\c2ccccc2)C1=O)Nc1ccccc1C(=O)O
    1	0.24
O=C(CCCc1ccccc1)Nc1ccc(S(=O)(=O)N2CCOCC2)cc1
    -8	-0.023
CN1C(=S)SC(/[N+]([O-])=C\c2ccccc2F)C1(C)C (stereo not given)
    -1	0.38
Cc1nc2nc(CC(=O)O)[nH]n2c(=O)c1[N+](=O)[O-]
    -3	-0.036
CN(C(=O)Nc1ccccc1)C1CCCCC1
    0	-1.2
O=S(=O)(Nc1nc2ccccc2nc1-[n+]1cccc(N=C([O-])c2ccc(Cl)cc2)c1)c1ccccc1
    -14	-0.67
Cc1ncn2cc(-c3ccc(Cl)cc3Cl)[nH]c(=O)c12
    -10	-0.012
COC(=O)[C@H](CC(C)C)NC(=O)Nc1ccc(S(N)(=O)=O)cc1
    7	0.14
Cc1cc(C(F)(F)F)cc(NNC(=O)NC(=O)c2ccccc2Cl)n1
    14	-0.92
O=C1c2ccccc2C(=O)c2c([N+](=O)[O-])ccc(O)c21
    -10	-1.1
CC(=O)O/C(=C\c1cn(C(C)=O)c2ccccc12)C(=O)O
    13	0.63
CCOC(=O)CCc1c(C(=O)OCC)[nH]c(CC)c1C(=O)OCc1ccccc1
    -12	-0.5
CCC1=Nc2cc(C(=O)NCC3CCCO3)ccc2Sc2ccc(Cl)cc21 (stereo not given)
    19	0.62
O=S(=O)(Cc1ccccc1Cl)c1ncn[nH]1
    -12	-0.68
Cc1onc(-c2c(F)cccc2Cl)c1C(=O)N=C(N)N1CC(C)OC(C)C1 (stereo not given)
    -7	-1
COc1ccc(C2=NO[C@@H]3C(=O)N(Cc4ccccc4)C(=O)[C@H]23)c(OC)c1
    2	0.99
COc1cccc2[nH]c3c(N4CCc5ccccc5C4)ncnc3c12
    11	-0.51
Cc1ccc(SCC(=O)Nc2c(Br)cnn2C)cc1
    8	-0.93
COc1ccc(-c2cc(C(=O)NCc3cccs3)no2)cc1
    -3	0.78
O=C(N/N=C1\NC(=O)C(CO)(CO)S1)c1ccccc1
    -3	0.25
COC(=O)C1=C(Nc2cc(Cl)cc(Cl)c2)CSC1
    -6	0.42
Cc1cc(-c2cccs2)c(C#N)c(=S)[nH]1
    -1	0.23
Cc1ccc2oc(=O)n(CC(=O)OCCC(C)C)c2c1
    20	0.17
Cc1ccc(Nc2nc(C)nc3c2oc2ccccc23)cc1
    5	0.093
CCOC(=O)c1nnc2cc(C)nn2c1C
    -4	-0.28
OC1(c2cccs2)CN(c2ccc(Br)cc2)C2=[N+]1CCCS2 (stereo not given)
    13	-1.7
Cc1nc(C)n(CC(=O)c2ccc(Cl)cc2Cl)n1
    6	0.36
O=C(Cc1ccc(F)cc1)OCn1nnc2ccccc2c1=O
    6	1
Cc1ccc(NC(=S)Nc2ccccn2)cc1C
    -5	0.18
CC(C(=O)c1ccc(-c2ccccc2)cc1)[n+]1cccc(NC(=O)c2ccccc2)c1 (stereo not given)
    6	-4.9*
CC1=CC(=O)C(C(C)=Nc2ccccc2Cl)C(=O)O1 (stereo not given)
    -15	-0.29
Cc1cccn2cc(CCNS(=O)(=O)c3cccs3)nc12
    3	0.26
CCCn1c(C(C)C)n[nH]c1=S
    -22	-0.045
O=C(O)c1cccc(CN2C(=O)S/C(=C/c3cccc([N+](=O)[O-])c3)C2=O)c1
    5	-12*
CCN(C(=O)c1cc2c(=O)[nH]c3ccc(C)cc3c2s1)c1ccccc1C
    0	0.41
Cc1nc2ccccc2c(=O)n1/N=C/C=C/c1ccccc1
    6	0.0089
COCCn1c(C(C)C)nc2ccccc21
    0	1.3
Cc1[nH]c2ccccc2c1/C=N/Nc1cccc(C(=O)O)c1
    0	-1
Cc1ccc(C(=O)N2CCN(c3ccc([N+](=O)[O-])cc3-n3cccc3)CC2)cc1
    1	0.029
O=C(CCc1nc(-c2ccccn2)no1)NCc1ccc2c(c1)OCO2
    0	0.017
Nc1cc(Nc2ccc(Br)cc2)nc(N)n1
    -12	-0.8
O=[N+]([O-])c1cc(C(F)(F)F)ccc1NC1CCN(Cc2ccccc2)CC1
    11	0.97
COc1ccc(C(=S)N2CCN(c3ccccc3Cl)CC2)cc1OC
    7	1.4
O=C(NCc1ccccc1)c1ccc(Cl)cc1
    2	1.3
Nc1ncnc(Nc2ccc(F)c(Cl)c2)n1
    -11	0.6
O=C(N/N=C/c1ccco1)C(O)c1ccccc1 (stereo not given)
    21	-0.25
CN(C)/C=C(/C(=O)c1ccc(Cl)c(Cl)c1)c1nnnn1-c1ccccc1
    2	-2.3*
N#Cc1cnc(Nc2ccc(F)cc2)nc1N
    -10	1.4
Cc1cc(C(=O)NNc2ccc(F)cc2F)no1
    6	1.4
Cn1cccc1-c1nc2ccccc2[nH]1
    -15	0.23
CN(C)CC#CCC(O)(c1ccccc1)c1ccccc1
    -5	0.014

(cont.)
Sequence of screens – S1P3 antag	ROMK primary
CC1(C)c2ccccc2-n2c1cc1oc(=O)cc(O)c1c2=O
    -6	0.004
CCCCC(=O)N(Cc1ccc(F)cc1)C1CCS(=O)(=O)C1 (stereo not given)
    1	-0.65
NS(=O)(=O)c1ccc(CNC(=O)c2ccc(Cl)c([N+](=O)[O-])c2)cc1
    -19	0.94
Cc1onc(-c2c(F)cccc2Cl)c1C(=O)N=C(N)N1CCCC1
    -13	0.29
CCOC(=O)c1sc(=S)n(-c2ccccc2)c1C
    12	-0.13
CC(=O)Nc1ccc(NC(=O)CSc2nnc(C)c(=O)n2N)cc1
    2	0.36
Cc1oc(-c2ccc(Cl)cc2)cc1C(=O)O
    16	-0.006
FC(F)(F)c1nc(-c2ccccc2)ncc1-c1nnnn1-c1ccccc1
    -4	0.36
O=C(NCc1nc(-c2ccc(C(F)(F)F)cc2)no1)Nc1ccc(OC(F)(F)F)cc1
    -2	-0.42
CS(=O)(=O)N1N=C(c2ccco2)CC1c1cccc([N+](=O)[O-])c1 (stereo not given)
    -5	0.061
C/C(=N\NC(N)=S)C1(C)CC2(CC(C)(C)OC2=O)C(=O)O1 (stereo not given)
    11	-0.42
NNC(=O)CCN(Cc1ccco1)S(=O)(=O)c1ccc(Cl)cc1
    -9	-0.19
O=C(Nc1cscc1S(=O)(=O)c1ccccc1)c1ccccc1Cl
    -5	-1.6
CNC(=O)c1cccc2nc3ccccc3nc12
    4	0.3
CCNc1nc(NCC)nc(Oc2ccc(C(=O)OC)cc2)n1
    -1	1
CCOC(=O)/C(C#N)=N/Nc1ccccc1C#N
    -9	0.13
Cc1cccc(N2C(=O)CC(Cn3nc(C)cc3C)C2=O)c1 (stereo not given)
    8	1.9
CC(C)C(=O)O/N=C(\N)c1ccc(Oc2ccc(Cl)cc2)c([N+](=O)[O-])c1
    12	0.74
CSc1nc(N)n2nc(-c3ccc(Cl)cc3)cc2n1
    6	-0.39
COc1ccc(OC)c(S(=O)(=O)Nc2ccc3c(c2)C(=O)OC3)c1
    -1	0.0084

3 records drawn at random from those above, as already listed:
Sequence of screens – S1P3 antag	ROMK primary
CCOC(=O)c1sc(=S)n(-c2ccccc2)c1C
    12	-0.13
Cc1ccc(NC(=S)Nc2ccccn2)cc1C
    -5	0.18
CC(=O)O/C(=C\c1cn(C(C)=O)c2ccccc12)C(=O)O
    13	0.63

Following part
Sequence of screens – S1P3 antag	ROMK primary
CCOc1ccc(-n2c(SCC(N)=O)nnc2-c2cccnc2)cc1
    3	-1.2
COC(=O)c1cnc(Oc2c(Cl)cc(N)cc2Cl)cc1C(F)(F)F
    2	-0.59
NNC(=S)Nc1c(F)cc(F)cc1Br
    3	1.2
Cc1nc(-c2ccc(Cl)cc2)sc1C(=O)NN
    -5	-0.3
O=C(CCn1c(=O)oc2ccccc21)NCCC1=CCCCC1
    -4	1.4
CCOC(=O)c1ccccc1OCc1cc(/C=N/NC(=O)c2cccnc2)ccc1OC
    3	0.0017
CN(C)c1ccc(/C=C/c2cccc[n+]2[O-])cc1
    -3	-4.4*
Cn1ncc2c(c(SCc3ccc(Cl)cc3Cl)nn2C)c1=O
    -14	0.34
COc1ccc(CN(Cc2cccn2C)S(=O)(=O)c2ccccc2)cc1
    -2	-0.12
O=C(O)COc1ccccc1/C=N/NC(=O)CSc1nnc(SCc2ccccc2)s1
    -6	-0.37
S=C1SCN(CC2CC2)CN1CC1CC1
    8	0.24
Cc1nnc(N)s1
    -10	-1.3
CCCCOc1ccc(-c2ncc(N)cn2)cc1
    11	0.71
COc1ccccc1N1CCN(C(=S)NC(=O)/C=C/c2ccccc2)CC1
    -5	-0.99
O=C(OCc1ccccc1)C1=NNC2C(=O)N(c3ccc(Br)cc3)C(=O)C12 (stereo not given)
    -4	-0.15
COc1ccc(OC)c(/C=N/NC(=O)c2cc3c(OC)cccc3[nH]2)c1
    21	-0.64
CC1(C)C2CCC1(C)C(OCCNCCOC(=O)Nc1ccccc1)C2 (stereo not given)
    0	-0.081
O=C1c2nc3cc(-c4ccco4)[nH]n3c(=O)c2CN1Cc1ccccc1
    8	0.33
O=C(Nc1ccccc1)N1CCN(C2c3ccccc3-c3ccccc32)CC1
    -9	0.82
CCOC(=O)/C(=C\c1ccccc1)NC(=O)c1ccccc1
    -8	0.51

One compound at a time, as listed above.
O=C(Nc1ccccc1)N1CCN(C2c3ccccc3-c3ccccc32)CC1 across the screens: S1P3 antag = -9; ROMK primary = 0.82
O=C(O)COc1ccccc1/C=N/NC(=O)CSc1nnc(SCc2ccccc2)s1 across the screens: S1P3 antag = -6; ROMK primary = -0.37

Some of these compounds in order of length of the SMILES, low to high:
Sequence of screens – S1P3 antag	ROMK primary
O=C(NCc1ccccc1)c1ccc(Cl)cc1
    2	1.3
O=C(O)COc1ccccc1/C=N/NC(=O)CSc1nnc(SCc2ccccc2)s1
    -6	-0.37
O=C(OCc1ccccc1)C1=NNC2C(=O)N(c3ccc(Br)cc3)C(=O)C12 (stereo not given)
    -4	-0.15

More structures
Sequence of screens – S1P3 antag	ROMK primary
CCN(CC)CC(O)Cn1c(-c2ccccc2Cl)nc2ccccc21 (stereo not given)
    -5	0.2
CC(C)CN(CC(C)C)CC(O)CN(c1ccccc1)S(=O)(=O)c1ccccc1[N+](=O)[O-] (stereo not given)
    0	-2.9*
COC(=O)C(Cc1csc2ccc(Cl)cc12)NC(=O)c1ccc(Cl)cc1 (stereo not given)
    -6	-0.85
CC(C)(C)c1cc(C(=O)N/N=C/c2ccccn2)n[nH]1
    0	-0.094
O=C(NNC(=S)Nc1ccccc1C(F)(F)F)C1CC1
    10	1.3
CCOC(=O)C(C)Oc1cccc2c(=O)n(CC(=O)NCCc3ccccc3)ccc12 (stereo not given)
    19	-0.043
O=C(Nc1ccc(F)cc1)Oc1ccc[nH]c1=O
    -5	0.62
CCCC(=O)Nc1nnc(-c2ccc3c(c2)OCO3)s1
    -2	-0.3
Cc1nc2c(C)cccc2c2c1CCN2c1ccccc1F
    -1	-0.17
O=S(=O)(NCc1ccccc1)c1cccc2nsnc12
    -3	-0.75
CC(=O)C1C(c2cccc(F)c2)c2c(n[nH]c2C)CC1(C)O (stereo not given)
    20	-0.71
NC(=O)N/N=C/c1ccc2cccc(OCc3ccccc3)c2n1
    6	-2.4
Cc1nc2oc3c(=O)[nH]cnc3c2c2c1COC(C)(C)C2
    -15	0.7
COc1ccc(Br)cc1C(C[N+](=O)[O-])c1c(N)n(C)c(=O)n(C)c1=O (stereo not given)
    0	-0.21
COC(=O)c1scc(S(=O)(=O)C(C)C)c1N/N=C(\C#N)C(=O)c1ccc(Cl)cc1
    -6	-0.37
Cn1nc(C(F)(F)F)c2cc(C(=O)Nc3ccc(F)c(Cl)c3)sc21
    16	0.7
CN=C(C)/C(C(=O)OC)=C(/O)c1ccccc1F
    -16	-0.48
COc1ccccc1NC(=O)NCc1nc(-c2ccc(C(F)(F)F)cc2)no1
    10	0.73
O=C(CSc1nc2ccccc2o1)N/N=C/c1ccccc1C(=O)O
    4	0.75
Cc1ccc(CSc2nnc(CCCCCNC(=O)OC(C)(C)C)o2)cc1
    -1	-0.63
CNC(=O)c1c(NC(=O)C(C)C)sc2c1CCC2
    -7	-0.49
Cc1cc(C(=O)NNC(=O)Nc2ccc(Cl)cc2)no1
    3	0.38
CCn1c(SCC(=O)OC)nnc1-c1c[nH]c2ccccc12
    15	-1.4
